Screening data from PubChem BioAssay.
IAP activation – activators of mouse IAP, confirmation, biochemical, luminescence, single concentration (AID 434970) | purified mouse IAP, CDP-Star luminescence, 30 min; active compounds read low | activity change, negative = activation, % at 10 µM | actives 2.9% (n = 11,000); in the data active means activity change below about -85%;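 further: percent relative to enzyme plus DMSO wells and wells without enzyme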
IAP activation Fold change – second read-out of IAP activation, no call of its own (marks repeat the call); activation factor; measured here: IAP activation factor; active compounds read high;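 fold luminescence change scaled to plate control wells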
* marks the source's active call; other numbers are inactive results.

Molecule | IAP activation | IAP activation Fold change
c1cncc(CNC2=NCCCCC2)c1 | -1 | 1
O=C(Cn1cnc2sc3c(c2c1=O)CCCC3)NCCCC(=O)N1CCC2(CC1)OCCO2 | 4 | 0.96
COCCOC(=O)C1=C(C)OC(N)=C(C(=O)OC)C12C(=O)Nc1ccccc12 (stereo not drawn) | 8 | 0.92
Cc1cccc(C)c1NC1=NCCCCS1 | 3 | 0.97
CCOC(=O)c1c(-c2ccc(OC)cc2)oc2ccc(OC(=O)N(C)C)cc12 | 8 | 0.92
CCC(=NC1CC1)c1c(O)n(C2CCCCC2)c(=O)[nH]c1=O | 4 | 0.96
CC(Oc1ccc(-c2ccccc2)cc1)C(=O)O (stereo not drawn) | -4 | 1
Cc1cc(N2C(=O)C3CCCN3C2c2ccccc2)no1 (stereo not drawn) | 4 | 0.97
CN1C(=O)C(=Cc2ccc(N3CCCCCC3)o2)C(=O)N(C)C1=S | 26 | 0.73
O=C1NC(=O)N(c2cccc(Cl)c2)C(=O)/C1=C\c1ccc(Sc2nc3ccccc3[nH]2)o1 | 50 | 0.5

Retrieved one by one from above (two):
Molecule | IAP activation | IAP activation Fold change
CCOC(=O)c1c(-c2ccc(OC)cc2)oc2ccc(OC(=O)N(C)C)cc12 | 8 | 0.92
O=C(Cn1cnc2sc3c(c2c1=O)CCCC3)NCCCC(=O)N1CCC2(CC1)OCCO2 | 4 | 0.96

The main list resumes with the 2 entries that preceded the break.
Molecule | IAP activation | IAP activation Fold change
CN1C(=O)C(=Cc2ccc(N3CCCCCC3)o2)C(=O)N(C)C1=S | 26 | 0.73
O=C1NC(=O)N(c2cccc(Cl)c2)C(=O)/C1=C\c1ccc(Sc2nc3ccccc3[nH]2)o1 | 50 | 0.5
Cc1ccc2nc3c(cc2c1)CC1(C(=O)N(C)C(=O)N(C)C1=O)C1CCCCN31 (stereo not drawn) | -15 | 1.2
O=C1C2CCCN2C(c2cccnc2)N1c1ccc(Cl)cc1 (stereo not drawn) | 4 | 0.96
Cc1cc(C)cc(N2C(=O)NC(=O)/C(=C\c3cccn3-c3ccccc3)C2=O)c1 | 13 | 0.87
CC(=O)O[C@]1(c2ccccc2)CCN(C)[C@H]2CCCC[C@@H]21 | 7 | 0.93
Cc1cc(N2C(=O)C3CCCN3C2c2ccc(Cl)c(Cl)c2)no1 (stereo not drawn) | 1 | 0.99

Look-ups from the list.
Result for `Cc1cc(C)cc(N2C(=O)NC(=O)/C(=C\c3cccn3-c3ccccc3)C2=O)c1` in IAP activation Fold change: 0.87
Result for `Cc1ccc2nc3c(cc2c1)CC1(C(=O)N(C)C(=O)N(C)C1=O)C1CCCCN31` (stereo not drawn) in IAP activation: -15

These rows are one share of the data; count on the stated rates, not on these rows.
